# Assay outcomes (PubChem BioAssay)
# RGS4 block – RGS4 inhibitors, primary screen, cell-based, HEK293 M3R inducible RGS4, calcium flux; Regulator of G-protein signaling 4 (Homo sapiens), P49798; Fluo-4 calcium flux; active compounds read high; triggered by carbachol at its EC20; B-score at 10 µM; 310,000 compounds, 0.45% hits; AID 463165, 2010;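 active = B-score, a plate-corrected calcium signal, over three deviations above library mean, with baseline fluorescence within five deviations of library mean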;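 also: RGS4 expression induced by doxycycline in cells with stable M3 receptor; B-score is computed from the integrated fluorescence ratio over baseline after carbachol; higher B-score means a larger calcium signal and so more RGS4 inhibition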
# TRPC4 act – activators of mouse TRPC4 channel, primary screen, Fluo4 calcium, HEK293 TRPC4beta/mu-opioid cells | B-score at 10 µM | 310,000 compounds, 0.49% hits | AID 2237, 2010 | Fluo4 calcium fluorescence; active compounds read high;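 active = B-score above 5 SD of library B-scores, and initial fluorescence ratio not above library mean plus 5 SD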;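 also: positive B-score marks a calcium rise read as TRPC4 activation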
# Target sequence (Q9QUQ5 whole entry, looked up): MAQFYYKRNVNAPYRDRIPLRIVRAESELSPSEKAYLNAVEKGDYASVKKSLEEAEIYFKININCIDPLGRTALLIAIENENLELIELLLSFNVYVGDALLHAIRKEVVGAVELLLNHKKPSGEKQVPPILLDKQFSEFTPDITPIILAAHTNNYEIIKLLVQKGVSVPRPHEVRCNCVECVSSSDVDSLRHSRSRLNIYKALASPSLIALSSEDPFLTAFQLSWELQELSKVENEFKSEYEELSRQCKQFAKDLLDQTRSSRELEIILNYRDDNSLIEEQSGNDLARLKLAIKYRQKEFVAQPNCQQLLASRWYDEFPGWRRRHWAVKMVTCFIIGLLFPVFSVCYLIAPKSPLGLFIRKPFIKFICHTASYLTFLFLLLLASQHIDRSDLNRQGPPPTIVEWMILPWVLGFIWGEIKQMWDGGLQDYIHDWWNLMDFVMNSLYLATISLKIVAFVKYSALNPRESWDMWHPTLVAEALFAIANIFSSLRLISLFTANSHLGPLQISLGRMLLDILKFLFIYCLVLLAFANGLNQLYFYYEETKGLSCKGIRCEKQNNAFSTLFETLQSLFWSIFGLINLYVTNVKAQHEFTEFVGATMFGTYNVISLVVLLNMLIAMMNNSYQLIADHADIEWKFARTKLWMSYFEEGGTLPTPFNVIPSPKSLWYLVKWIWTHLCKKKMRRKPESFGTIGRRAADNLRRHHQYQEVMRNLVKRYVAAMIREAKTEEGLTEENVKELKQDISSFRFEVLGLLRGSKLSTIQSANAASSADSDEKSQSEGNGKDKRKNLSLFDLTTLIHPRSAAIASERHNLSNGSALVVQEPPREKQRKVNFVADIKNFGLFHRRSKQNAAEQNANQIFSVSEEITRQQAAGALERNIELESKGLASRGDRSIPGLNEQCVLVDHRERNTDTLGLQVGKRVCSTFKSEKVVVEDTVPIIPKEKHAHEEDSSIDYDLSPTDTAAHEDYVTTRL
#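 Assay system: HEK293 stable line with TRPC4beta plus mu-opioid receptor. Times: dye 45 min RT, read 110 s. Measured by: kinetic Fluo4 calcium fluorescence. Measure: B score of integrated ratio. Controls: assay buffer as low control, maximal DAMGO as high control.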
# MrgX1 ag – agonists of human MrgX1 receptor, primary screen, HEK293 cells, Fluo-4 calcium flux. Mas-related G-protein coupled receptor member X1 (Homo sapiens), Q96LB2. Fluo-4 calcium fluorescence, agonist mode; active compounds read high. B-score at 10 µM. 310,000 compounds, 0.44% hits;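 active = calcium response B-score plate-corrected fluorescence ratio at least 3 library SD, with starting fluorescence B-score inside 5 SD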
#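 Test system: HEK293 cells stably expressing human MrgX1 receptor; Input: fifteen thousand cells per well; Dosing: compound delivered in addition one of three; Schedule: overnight seeding, then 1 h dark dye loading; Technique: Fluo-4 NW calcium fluorescence; Measure: B-scored fluorescence response ratio; Controls: positive and negative controls per plate.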
# TRPC4 inh – inhibitors of mouse TRPC4 channel, primary screen, Fluo4 calcium, HEK293 TRPC4beta/mu-opioid cells; Short transient receptor potential channel 4 (Mus musculus), Q9QUQ5; DAMGO-evoked Fluo4 calcium flux; active compounds read low; B-score at 10 µM; 300,000 compounds, 0.39% hits; AID 2247, 2010;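 active = B-score over 3 SD under the library average, no early fluorescence shift, positive overall ratio signal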
#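 Assay system: TRPC4beta/mu-opioid receptor HEK293 cell line; compound dosing: single concentration per test compound; detection: Fluo4 Ca2+ flux fluorescence; evaluation: per-well B score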
# ANO1 block – TMEM16A chloride channel inhibitors, primary screen, cell-based, HTS; HEK293 TMEM16A/YFP iodide influx fluorescence, ionomycin; normalized B-score (activity score, 25-100; higher = stronger inhibition) at 10 µM; 310,000 compounds, 1.2% hits;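 active = ratio plate-corrected score three or more library SD toward inhibition, starting fluorescence score within five deviations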;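 also: score derived from kinetic fluorescence span divided by baseline fluorescence per well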
# TRPC6 inhibitor – mouse TRPC6 channel inhibitors, primary screen, cell-based, HEK293, membrane potential dye; Short transient receptor potential channel 6 (Mus musculus), Q61143; ACh-evoked depolarization; active compounds read low; B-score at 10 µM; 310,000 compounds, 1.1% hits;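 active = B-score under library mean minus 3 SD, initial fluorescence not abnormally high, positive integrated signal ratio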;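 also: B-score derived from integrated fluorescence ratio over the kinetic read; more negative B-score means stronger inhibition of depolarization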
# TMEM16A act – TMEM16A chloride channel activators or potentiators, primary screen, cell-based, HTS; HEK293 TMEM16A/YFP-H148Q/I152L, iodide quench fluorescence; active compounds read low; B-score at 10 µM; 340,000 compounds, 0.3% hits; AID 623877, 2012;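 active = fluorescence-ratio B-score plate-corrected deviation score at least 3 library SD below zero, with starting fluorescence score within 5 deviations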;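 also: channel opened by trigger with iodide after compound preincubation; score built on the fluorescence ratio of max minus min over baseline; more negative score means more quench and so TMEM16A activation or potentiation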
# TRPC6 activator – mouse TRPC6 channel activators, primary screen, cell-based, HEK293, membrane potential dye | 310,000 compounds, 0.13% hits | HEK293-TRPC6 membrane potential dye fluorescence; active compounds read high | AID 2550, 2010 | Short transient receptor potential channel 6 (Mus musculus), Q61143 | B-score at 10 µM;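 active = B-score of the integrated fluorescence ratio above library mean plus 3 SD, and starting fluorescence ratio within library mean plus 5 SD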;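 also: higher score means more depolarization so channel activation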
# TRPC4 PAM – positive allosteric modulators of TRPC4, primary screen, cell-based, mouse TRPC4beta, HEK293 mu-opioid, Fluo-4 calcium | Short transient receptor potential channel 4 (Mus musculus), Q9QUQ5 | DAMGO EC20, Fluo-4 Ca2+ flux; active compounds read high | B-score at 10 µM | 310,000 compounds, 0.42% hits | AID 2227, 2009;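 active = B-score of calcium response area above 5 SD of library B-scores, with initial fluorescence ratio within 5 SD of library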;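 also: B-score of integrated fluorescence ratio over time as area under calcium response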
# MrgX1 antag – antagonists of human MrgX1 receptor, primary screen, HEK293 cells, Fluo-4 calcium flux. 310,000 compounds, 1.3% hits. Mas-related G-protein coupled receptor member X1 (Homo sapiens), Q96LB2. B-score at 10 µM. BAM8-22 antagonism; active compounds read low. AID 588676, 2011;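 active = calcium-response B-score plate-corrected more than 3 library SD below zero, starting fluorescence within 5 deviations, no agonist response on first addition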;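 also: peak minus trough fluorescence over baseline after final BAM8-22 challenge near maximal dose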
# MrgX1 PAM – positive allosteric modulators of MrgX1, primary screen, HEK293 cells, Fluo-4 calcium flux | Mas-related G-protein coupled receptor member X1 (Homo sapiens), Q96LB2 | FDSS; active compounds read high | B-score at 10 µM | 310,000 compounds, 0.63% hits | AID 588675, 2011;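 active = plate-corrected calcium response at least 3 library SD above typical, normal starting fluorescence, not activating the receptor alone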;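 also: compound read alongside a low EC10 to EC30 dose of BAM8-22 agonist; peak minus trough fluorescence over baseline measured at the second addition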
# An asterisk follows results filed as active; i = inactive; . = no result given.
SMILES,RGS4 block,TRPC4 act,MrgX1 ag,TRPC4 inh,ANO1 block,TRPC6 inhibitor,TMEM16A act,TRPC6 activator,TRPC4 PAM,MrgX1 antag,MrgX1 PAM
Cc1occc1-c1nnc(SCC(=O)c2ccc(F)cc2)o1,i,i,i,i,i,i,i,i,i,i,i
Cc1c(C(=O)NC(=S)NCC(C)C)oc2ccccc12,i,i,i,i,i,i,i,i,i,i,i
COc1ccc(NC(=O)CSc2nc3nc(-c4cccs4)cc(C(F)(F)F)c3c(=O)[nH]2)c(OC)c1,i,i,i,i,i,i,i,i,i,i,i
O=C1C2CCCN2C(=S)N1c1ccccc1 (stereo not given),i,i,i,i,i,i,i,i,i,i,i
CC(=O)Nc1cccc(NC(=O)CSc2nnc3ccc(-c4cccnc4)nn23)c1,i,i,i,i,i,i,i,i,i,i,i
COc1ccc(CN2C3CCCC2CC(NC(=O)/C=C/c2ccccc2)C3)cc1 (stereo not given),i,i,i,i,i,i,i,i,i,i,i
O=S(=O)(c1ccccc1)N1CCN(C(=S)Nc2ccccc2)CC1,i,i,i,i,i,i,i,i,i,i,i
COc1ccc(C2CC(=O)c3c(C)nc(N4CCN(Cc5ccccc5)CC4)nc3C2)cc1OC (stereo not given),i,i,i,i,100*,i,i,i,i,i,i
COCCN(C(=O)COC(=O)Cc1c[nH]c2ccccc12)c1c(N)n(Cc2ccccc2)c(=O)[nH]c1=O,i,i,i,i,i,i,i,i,i,i,i
NC(=O)Cn1cc(/C=N\NS(=O)(=O)c2cccc([N+](=O)[O-])c2)c2ccccc21,i,i,i,i,i,i,i,i,i,i,i
CCOC(=O)c1c(-c2ccccc2)csc1NC(=O)C(C)NCc1ccco1 (stereo not given),i,i,i,i,i,i,i,i,i,i,i
CC(=O)c1ccc(-c2cc([C@H]3[C@H]4C=CC[C@@H](C)[C@@H]4C(=O)N3Cc3ccccc3)ccc2F)cc1,i,i,i,i,i,i,i,i,i,i,i
O=C(CN1C(=O)NC2NC(=O)NC21)N/N=C/c1ccccc1O (stereo not given),i,i,i,i,i,i,i,i,i,i,i
CCOC(=O)N1CCN(C(=O)CCSc2ccccc2)CC1,i,i,i,i,i,i,i,i,i,i,i
Cc1ccc(C(=O)Nc2ccc(C(=O)N/N=C/c3ccccn3)cc2)cc1,i,i,i,i,i,i,i,i,i,i,i
Cc1ccc2ncnc(NCCCCCC(=O)O)c2c1,i,i,i,i,i,i,i,i,i,i,i
O=C(/C=C/c1ccccc1)OCCN=C1NS(=O)(=O)c2ccccc21,i,i,i,i,i,i,i,i,i,i,i
COc1cc(C(=O)n2nc(C)cc2C)ccc1O,i,i,i,i,i,i,i,i,i,i,i
COc1ccc(S(=O)(=O)Nc2ccc(C(N)=O)cc2)cc1C(=O)N1CCCCCC1,i,i,i,i,i,i,i,i,i,i,i
CCN(CC(=O)NCc1cccs1)C(=O)c1cc(S(=O)(=O)N2CCOCC2)ccc1C,i,i,i,i,i,i,i,i,i,i,i
O=S(=O)(Nc1nc2ccccc2s1)c1ccc(Cl)nc1,i,i,i,i,i,i,i,i,i,i,i
Nc1nc(Nc2ccccc2)nc(N2CCCC2)c1[N+](=O)[O-],i,i,i,i,i,i,i,i,i,i,i
COc1cc(NC(=O)c2ccco2)c(OC)cc1NC(=O)CCC(=O)Nc1cccc(C)c1C,.,.,i,.,i,.,i,.,.,i,i
COc1ccc(Cl)cc1NC(=S)NNC(=O)c1cccs1,i,i,i,i,i,i,i,i,i,i,i
COc1cccc(C(=O)NCC(=O)OCC(=O)Nc2ncc(Cl)cc2Cl)c1,i,i,i,i,i,i,i,i,i,i,i
# (cont.)
SMILES,RGS4 block,TRPC4 act,MrgX1 ag,TRPC4 inh,ANO1 block,TRPC6 inhibitor,TMEM16A act,TRPC6 activator,TRPC4 PAM,MrgX1 antag,MrgX1 PAM
Cc1c(C(=O)N(C)Cc2ccccc2)oc2c(Cl)cccc12,i,i,i,i,i,i,i,i,i,i,i
CC(C)(C)c1ccc(Cn2nnc3c(=O)[nH]c(C4CCCN(C(=O)Cc5cccs5)C4)nc32)cc1 (stereo not given),i,i,i,i,i,i,i,i,i,i,i
CSCCC(NS(=O)(=O)c1ccccc1F)C(=O)N1CCCCCCC1 (stereo not given),i,i,i,i,i,i,i,i,i,i,i
Cc1ccc2sc(N(CCCN(C)C)C(=O)c3ccc(S(=O)(=O)N4CCOCC4)cc3)nc2c1C,i,i,i,i,i,i,i,i,i,i,i
COc1ccc(N2CC(C)Cn3c2nc2c3c(=O)n(Cc3ccccc3)c(=O)n2C)c(OC)c1 (stereo not given),i,i,i,i,i,i,i,i,i,i,i
COc1ccc(C(=O)/C=C/C(=O)N(CC(=O)NC2CCCCC2)CC2CCCO2)c(O)c1 (stereo not given),i,i,i,i,100*,i,-6*,i,i,i,i
COc1cccc(OC)c1C(=O)Nc1c(C(=O)N2CCN(c3ccccn3)CC2)oc2ccccc12,i,i,i,i,i,i,i,i,i,i,i
Cc1ccc(NC(=O)CN(C)C(=O)CSc2nc(C)cs2)cc1,i,i,i,i,i,i,i,i,i,i,i
CC1CCCN(C/C=C/c2ccccc2[N+](=O)[O-])C1 (stereo not given),i,i,i,i,i,i,i,i,i,i,i
NC(=O)CC(NC(=O)c1ccc(Br)cc1)c1ccc(N2CCCCCCC2)c([N+](=O)[O-])c1 (stereo not given),i,i,i,i,i,i,i,i,i,i,i
Cc1cccc(NC(=O)CN2C(=S)NC(C)(C)CC2C)c1 (stereo not given),i,i,i,i,i,i,i,i,i,i,i
COC(=O)C(O)(CC(=O)Nc1cc(Cl)ccc1Cl)C(F)(F)F (stereo not given),i,i,i,i,i,i,i,i,i,i,i
O=C(c1cc(Br)ccc1Cl)N1CCCC1,i,i,i,i,i,i,i,i,i,i,i
Cc1cc(C)n2c(Br)c(CSc3nc4ccccc4s3)nc2n1,i,i,i,i,i,i,i,i,i,i,i
COc1ccc2cc(C(N)=O)c(=Nc3ccc(C)cc3)oc2c1,i,i,i,i,i,i,-7.7*,i,i,i,i
O=[N+]([O-])c1cccc(Cl)c1CSc1ccccn1,i,i,i,i,i,i,i,i,i,i,i
CC(=O)Nc1n[nH]c(-c2ccc(C)cc2)c1C,i,i,i,i,i,i,i,i,i,-5.4*,i
CCN(CC)S(=O)(=O)c1ccc(Cl)c(C(=O)NCc2ccccc2Cl)c1,i,i,i,i,i,i,i,i,i,i,i
Cc1onc(C(=O)N2CCN(c3ccccc3)CC2)c1[N+](=O)[O-],i,i,i,i,i,i,i,i,i,i,i
CC(C)Oc1ccc(C(=O)OCC(=O)N2CCCc3ccccc32)cc1,i,i,i,i,i,i,i,i,i,i,i
CCCCn1c(N)c(N(CC(C)C)C(=O)C2CC(=O)N(CCc3ccccc3)C2)c(=O)[nH]c1=O (stereo not given),i,i,i,i,i,i,i,i,i,i,i
CCOc1ccc(N2C(=O)C3ON(c4ccccc4)C(c4ccco4)C3C2=O)cc1 (stereo not given),i,i,i,i,i,i,i,i,i,i,i
Cn1c(=O)c2c(nc(/C=C/c3cccc(Cl)c3)n2C)n(C)c1=O,i,i,i,i,i,i,.,i,i,i,i
COc1ccc(C(=O)COC(=O)c2ccn(C)n2)cc1,i,i,i,i,i,i,i,i,i,i,i
Cc1ccc(S(=O)(=O)N(C)C)cc1NC(=O)c1cccs1,i,i,i,i,i,i,i,i,i,i,i
# Further records:
SMILES,RGS4 block,TRPC4 act,MrgX1 ag,TRPC4 inh,ANO1 block,TRPC6 inhibitor,TMEM16A act,TRPC6 activator,TRPC4 PAM,MrgX1 antag,MrgX1 PAM
COc1ccc(S(=O)(=O)N/N=C(/C)c2ccncc2)c(OC)c1,i,i,i,i,i,i,i,i,i,i,i
O=C(N/N=C/c1ccc(-c2cccc([N+](=O)[O-])c2)o1)c1ccccc1O,i,i,i,i,i,i,i,i,i,i,i
O=C(Nc1ccc(C(F)(F)F)cc1)c1cccnc1N1CCOCC1,i,i,i,i,i,i,i,i,i,i,i
O=S(=O)(Nc1ccccc1N1CCCCC1)c1ccccc1,i,i,i,i,i,i,i,i,i,i,i
COc1ccc(OC)c(S(=O)(=O)N2CCCC2C(=O)N2CCc3ccccc3C2)c1 (stereo not given),i,i,i,i,i,i,i,i,i,i,i
CCOC(=O)c1ccc(NC(=O)Nc2c(C)n(C)n(-c3ccccc3)c2=O)cc1,i,i,i,i,i,i,i,i,i,i,i
Cc1cc(C)c(C#N)c(SCC(=O)NC(C)(C)C)n1,i,i,i,i,i,i,i,i,i,i,i
O=C1C2C3C=CC(C4CC34)C2C(=O)N1CCc1ccccc1 (stereo not given),i,i,i,i,i,i,i,i,i,i,i
O=C(NN1C(=O)c2ccccc2C1=O)C1CC2CCC1C2 (stereo not given),i,i,i,i,i,i,i,i,i,i,i
O=S(=O)(NCCCN1CCOCC1)c1ccc(Cl)s1,i,i,i,i,i,i,i,i,i,i,i
CCOC(=O)N1CCN(CC(=O)Nc2ccc(F)c(F)c2F)CC1,i,i,i,i,i,i,i,i,i,i,i
CCn1c(CNc2ccc(F)cc2)nnc1SCC(=O)N1CCCc2ccccc21,i,i,i,i,i,i,i,i,i,i,i
O=C(c1sccc1Br)N1CCN(Cc2ccc3c(c2)OCO3)CC1,i,i,i,i,i,i,i,i,i,i,i
CC(=O)N=c1c(C#N)cc2c(=O)n3ccccc3nc2n1Cc1ccccc1,i,i,i,i,i,i,i,i,i,i,i

# Compounds as they come (roughly 5.8% active in at least one column).
